# GPR7 antagonist: antagonists of human GPR7 (neuropeptides B/W receptor 1). inhibition, % at 4.4 µM. P48145. 290,000 compounds, 1.1% hits. GPR7-expressing cells, fluorescence antagonist assay; in the data active means inhibition above about 16%, passing the limit was not always enough;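 further: cells stimulated with the agonist NPW; 0% = agonist with vehicle and 100% = vehicle without agonist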
# NALP1 inh: inhibitors of NALP1 inflammasome in yeast. S. cerevisiae NALP1/ASC/caspase-1 growth, X-gal OD620, 72 h. inhibition, % at 10 µM. 280,000 compounds, 0.61% hits. AID 2071; in the data active means inhibition mostly above about 24%, no sharp cut-off; inactive means mostly below about 32%; further: some compounds called inactive have numbers as strong as hits
# VIM-2 inhibitor: blocks Pseudomonas aeruginosa VIM-2 metallo-beta-lactamase; purified VIM-2, nitrocefin hydrolysis, epi-absorbance fluorescence; inhibition, % at 5.6 µM; 290,000 compounds, 0.89% hits; AID 1527;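 active means inhibition above the mean of all tested compounds plus 3 SD, cutoff set per screening run, cut at about 7.5% in these data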;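 further: red hydrolysis product quenches plate fluorescence so inhibitors raise well fluorescence; 0% = enzyme with DMSO and 100% = DMSO without enzyme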
# PHOSPHO1 inh: inhibitors of human PHOSPHO1 phosphatase. Q8TCT1. recombinant PHOSPHO1, absorbance phosphatase assay. inhibition, % at 13.3 µM. 290,000 compounds, 1.1% hits. AID 1565; in the data active means inhibition above about 60%
# p-CIP stab down: p/CIP protein destabilization. 290,000 compounds, 0.01% hits. F442A p/CIP-EGFP cells, EGFP fluorescence, 16 h. decrease of EGFP signal, % at 10 µM. Q05BA5;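 active means EGFP signal decrease of at least 30% at 10 µM or well 3 SD below plate mean, unless failing retest; inactive means the rest, including hits failing retest or dose response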; further: some compounds called inactive have numbers as strong as hits; many of its hits are not listed in these tables
# Target sequence (Q05BA5 1-1403): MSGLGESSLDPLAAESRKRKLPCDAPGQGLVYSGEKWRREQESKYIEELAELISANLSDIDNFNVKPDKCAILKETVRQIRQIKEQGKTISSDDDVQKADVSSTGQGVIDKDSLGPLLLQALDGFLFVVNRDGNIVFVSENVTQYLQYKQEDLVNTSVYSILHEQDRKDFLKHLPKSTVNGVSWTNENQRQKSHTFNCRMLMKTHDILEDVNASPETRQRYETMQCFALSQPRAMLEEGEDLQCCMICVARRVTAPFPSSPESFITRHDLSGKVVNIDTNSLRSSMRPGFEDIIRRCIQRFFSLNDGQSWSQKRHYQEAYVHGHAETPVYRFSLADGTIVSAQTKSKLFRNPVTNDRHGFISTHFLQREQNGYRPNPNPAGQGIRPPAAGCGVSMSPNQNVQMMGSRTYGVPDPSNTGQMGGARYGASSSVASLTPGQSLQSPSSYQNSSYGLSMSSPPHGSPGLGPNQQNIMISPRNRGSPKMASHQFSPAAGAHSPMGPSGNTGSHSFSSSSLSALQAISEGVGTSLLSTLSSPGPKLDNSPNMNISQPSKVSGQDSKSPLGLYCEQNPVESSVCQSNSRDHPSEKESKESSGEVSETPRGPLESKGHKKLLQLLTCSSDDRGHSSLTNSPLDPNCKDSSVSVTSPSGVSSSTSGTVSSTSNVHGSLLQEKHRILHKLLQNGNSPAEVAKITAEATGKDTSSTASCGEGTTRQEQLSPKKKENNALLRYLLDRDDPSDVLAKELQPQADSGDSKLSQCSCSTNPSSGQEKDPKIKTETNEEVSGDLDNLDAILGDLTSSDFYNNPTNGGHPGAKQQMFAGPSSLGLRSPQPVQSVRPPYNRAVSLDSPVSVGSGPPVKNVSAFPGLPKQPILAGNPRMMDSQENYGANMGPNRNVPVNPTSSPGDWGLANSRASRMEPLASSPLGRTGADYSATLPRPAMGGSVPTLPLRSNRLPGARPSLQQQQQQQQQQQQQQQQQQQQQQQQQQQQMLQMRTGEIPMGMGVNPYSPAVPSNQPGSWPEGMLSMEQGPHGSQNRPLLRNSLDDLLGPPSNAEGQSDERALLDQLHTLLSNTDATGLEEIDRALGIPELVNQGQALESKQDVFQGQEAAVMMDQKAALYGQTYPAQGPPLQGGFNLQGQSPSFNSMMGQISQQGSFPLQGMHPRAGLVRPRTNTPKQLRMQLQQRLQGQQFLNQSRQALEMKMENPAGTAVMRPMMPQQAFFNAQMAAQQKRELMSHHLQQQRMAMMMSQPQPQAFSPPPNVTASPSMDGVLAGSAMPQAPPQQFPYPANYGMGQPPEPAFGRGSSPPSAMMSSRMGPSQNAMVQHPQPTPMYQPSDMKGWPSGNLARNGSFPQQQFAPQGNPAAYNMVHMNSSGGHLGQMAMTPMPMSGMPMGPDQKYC
# IMP-1 inh: inhibitors of Pseudomonas aeruginosa IMP-1 metallo-beta-lactamase. purified IMP-1, nitrocefin hydrolysis, epi-absorbance fluorescence. inhibition, % at 5.6 µM. 290,000 compounds, 0.45% hits. AID 1556;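 active means inhibition above the mean plus 3 SD of all compounds in the same screening run, cut at about 4.5% in these data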;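 further: 0% = IMP-1 with DMSO and 100% = DMSO wells lacking enzyme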
#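 Test system: recombinant IMP-1 enzyme, purified / Medium: HEPES buffer pH 7.1 with ZnSO4 and Brij 35 / Doses: single dose, 5.6 µM / Times: 25 °C, 15 min preincubation, 25 min reaction / Detection: Epi-absorbance via hydrolysed-nitrocefin quenching of white-plate fluorescence, 480/530 nm, EDTA stop / Evaluation: percent inhibition from optical density relative to buffer-blank wells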
# PfM18AAP inh: blocks P. falciparum M18 aspartyl aminopeptidase | AID 1822 | 290,000 compounds, 1.2% hits | inhibition, % at 7.35 µM | recombinant PfM18AAP, H-Glu-NHMec fluorogenic cleavage;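 active means inhibition above the campaign mean inhibition over all tested compounds plus 3 SD, cut at about 28% in these data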;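 further: 0% = plate median of test compound wells and 100% = 2 mM ZnCl2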
# IDE cell activ: activators of human insulin-degrading enzyme in cells. P14735. HEK cells, FAbeta-B cleavage, fluorescence polarization; 0% vehicle, 100% cell-free pure enzyme wells. activation, % at 5.96 µM. 340,000 compounds, 0.073% hits. AID 493087;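 active means activation above the mean of all tested compounds plus 3 SD, set per screening campaign, cut at about 17% in these data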
# IDE inh: cellular human IDE inhibition; 320,000 compounds, 0.41% hits; P14735; HEK cells, FAbetaB cleavage, fluorescence polarization; inhibition, % at 5.59 µM; AID 434962;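 active means percent inhibition above the average of all tested compounds plus 3 SD, set per screening campaign, cut at about 16% in these data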;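 further: IDE supplied by intact live HEK cells; FP after avidin binding of uncleaved biotin substrate so inhibition keeps polarization high; 0% = DMSO wells and 100% = 60 µM reference IDE inhibitor Ii1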
# The depositor's hits bear a star; . = no result given. Outcome played no part in choosing rows, and some 5.3% of all compounds hit somewhere here.
SMILES,GPR7 antagonist,NALP1 inh,VIM-2 inhibitor,PHOSPHO1 inh,p-CIP stab down,IMP-1 inh,PfM18AAP inh,IDE cell activ,IDE inh
CCCCCOc1ccc(NC(=O)c2cc(SC)ccc2Cl)cc1,3.6,36.6,-2.2,-2.0,2.7,-2.9,-7.4,0.9,6.6
Cc1ccccc1Nc1nnc(-c2ccc(C(=O)NCCO)cc2)c2ccccc12,-13.6,11.3,-0.3,5.3,2.4,-0.8,3.7,2.6,4.2
O=C(Nc1ccc(NC(=O)c2ccccc2Cl)nc1)c1ccco1,-1.7,-1.7,-4.4,36.2,3.6,-3.1,1.5,3.9,3.0
CCc1ccc(NS(=O)(=O)c2ccc(C)c(C(=O)N3CCOCC3)c2)cc1,-6.3,7.9,-0.3,17.4,3.6,0.9,-7.4,-0.7,-0.2
Cc1ccc(Nc2ncc3c(n2)CC(C)(C)CC3=O)cc1,-6.1,20.5,-2.2,17.9,-7.3,-2.6,8.3,3.4,-2.2
CC(=O)c1c(C)oc2ccc(N(C(C)=O)S(=O)(=O)c3cccc4cccnc34)cc12,-5.1,4.5,1.6,23.9,-68.1,-0.7,-5.1,-2.3,-2.4
Clc1ccccc1CSc1nnc([C@@H]2CCCN2)o1,-12.7,.,0.0,46.0,-0.7,1.9,1.0,7.0,-3.4
NC(=O)c1c(NC(=O)c2ccccc2)sc2c1CCN(Cc1ccccc1)C2,8.1,3.0,2.3,-8.8,-27.1,3.2,14.7,-25.6,6.2
Cc1ccc(S(=O)(=O)c2cn(CC(=O)Nc3ccccc3)c3ccc(F)cc3c2=O)cc1,-17.3,22.5,0.6,3.7,-3.2,-2.7,-9.0,0.7,5.0
Cc1ccc(Cn2c(SCC(=O)NCc3ccco3)nc3ccsc3c2=O)cc1,-9.1,34.4,-5.7,10.7,-4.5,-3.6,5.2,4.5,2.6
CCS(=O)(=O)Nc1ccc(C2=NN(C(=O)c3ccco3)C(c3cccc(F)c3)C2)cc1 (centres undefined),16.2,9.1,0.5,-24.1,-3.1,3.8,11.6,-6.1,1.2
Cc1ccc(S(=O)(=O)Cn2nnnc2CN2CCN(C(=O)c3ccco3)CC2)cc1,-6.0,23.9,-3.0,18.1,5.6,-5.0,-5.0,-0.1,1.1
CC(=O)OC1COC(OC2C(O)C(C)OC(OC3C(OC4CCC5(C)C(CCC6(C)C5CC=C5C7CC(C)(C)CCC7(C(=O)O)CCC56C)C4(C)CO)OCC(O)C3O)C2O)C(O)C1OC(C)=O (centres undefined),-13.6,-13.4,-1.6,11.8,-2.7,-1.3,5.0,.,-26.6
CCOc1ccc(CCNC(=O)C2CCC(=O)N2C2CCCCC2)cc1OCC (centres undefined),3.7,-12.0,-2.3,31.5,4.5,-1.7,-4.4,0.2,9.4
COc1ccc(-c2cc3ccccc3oc2=O)cc1NC(=O)c1ccc(Br)o1,-10.5,47.8,-8.4,-10.4,-2.7,-8.2,6.8,-8.5,8.7
Cc1cccc(-c2c3c(=O)n(C)c(=O)n(C)c3cn2CCO)c1,-6.1,29.8,-3.6,3.7,10.0,-3.8,-7.2,-0.6,-2.0
O=C(O)c1ccc(Cl)c(NCc2ccncc2)c1,1.7,11.9,0.0,34.3,-2.3,-1.2,0.5,-5.0,.
CCOC(=O)c1cc(-c2cccc([N+](=O)[O-])c2)on1,-16.6,-4.3,-1.1,2.3,-3.5,-1.8,2.7,-2.0,5.4
COc1ccc(C(=O)NC(=S)N2CC(C)OC(C)C2)cc1OC (centres undefined),0.7,-7.2,-0.6,-99.0,-6.6,-1.4,0.9,5.9,3.9
COc1ccc(-n2c(SCC(=O)N3CCCCC3)nnc2-c2cccnc2)cc1,5.6,-0.3,-0.5,6.4,-5.5,-3.3,1.1,-5.5,5.4
Cc1nn2c(N3CCCC3)c3c(nc2c1-c1ccccc1)CCC3,-4.3,.,3.8,19.9,-6.5,0.0,-9.5,.,-3.6
N#CCN1CCN(CC(=O)Nc2cccc3ccccc23)CC1,-8.5,7.6,-2.4,52.4,-7.6,-3.2,6.2,1.3,0.6
COC(=O)c1ccc2c(=O)n(CCCCCC(=O)NCc3ccccn3)c(=O)[nH]c2c1,-12.5,3.7,0.3,20.4,1.8,-0.9,-2.3,0.5,3.0
CCOC(=O)/C(C#N)=C/c1ccc(OCC(=O)Nc2ccccc2)c(OC)c1,9.0,38.7,-3.5,-21.9,-8.0,-2.8,4.8,-1.3,0.7

# Brought forward from above: 2 entries; new compounds follow.
SMILES,GPR7 antagonist,NALP1 inh,VIM-2 inhibitor,PHOSPHO1 inh,p-CIP stab down,IMP-1 inh,PfM18AAP inh,IDE cell activ,IDE inh
COC(=O)c1ccc2c(=O)n(CCCCCC(=O)NCc3ccccn3)c(=O)[nH]c2c1,-12.5,3.7,0.3,20.4,1.8,-0.9,-2.3,0.5,3.0
CCOC(=O)/C(C#N)=C/c1ccc(OCC(=O)Nc2ccccc2)c(OC)c1,9.0,38.7,-3.5,-21.9,-8.0,-2.8,4.8,-1.3,0.7
C=CCOc1ccc(CN(C)C(=O)CNC(=O)c2ccc(-c3ccccc3)cc2)cc1,10.2,15.0,0.6,14.2,3.3,1.6,5.4,0.2,3.2
COc1cc(OC)cc(C(C(=O)NC2CCCCC2)N(C(=O)c2ccno2)c2ccccc2)c1 (centres undefined),1.0,15.4,-1.5,5.7,0.0,-1.2,-8.2,9.6,1.7
COc1cc(-c2nc3ccc4ccccc4c3c3c2CCC3)cc(OC)c1OC,-12.0,21.3,-1.9,33.8,-11.5,0.9,-4.0,-1.8,-5.2
CCOC(=O)Nc1ccc2c(c1)N(C(=O)N1CCN(C)CC1)c1ccccc1S2,7.3,25.9,-0.7,20.8,-4.4,-1.0,4.7,-2.0,7.7
CCN(CCCNC(=O)C1CCCN(S(=O)(=O)c2cnc[nH]2)C1)c1ccccc1 (centres undefined),-2.1,28.2,-1.6,26.2,2.7,-2.5,4.0,4.9,-0.6
Oc1ccc2ccccc2c1C=Nc1ccc(Cl)cn1,-9.2,6.1,-3.7,24.7,-10.0,-1.7,5.8,-0.4,-2.3
CCOC(=O)c1c(C)oc2ccc(OC(=O)COc3c(F)c(F)c(F)c(F)c3F)cc12,-6.1,23.5,-1.2,-9.8,-5.9,-1.2,-1.2,5.1,-1.7
C/C(=N\NC(=O)c1ccc(Cn2cc([N+](=O)[O-])cn2)o1)c1cccc(NC(=O)c2cccnc2)c1,-3.8,34.4,-3.8,8.6,-15.3,-2.0,-2.0,2.2,-1.4
CCN1CCN(C(=O)/C(=C/c2cccs2)NC(=O)c2ccc(C)c(C)c2)CC1,-1.0,18.5,-2.1,9.0,-0.5,-2.4,1.8,6.7,-3.2
Cc1cc(-n2c(C)cc(C(=O)CSc3ncnc4ccccc34)c2C)no1,-5.4,16.4,-0.6,84.1*,-9.5,-1.5,4.0,1.9,6.0
COc1ccc(NC(=O)N2CCCc3ccccc32)c(OC)c1,-11.1,-2.4,-3.4,31.3,0.0,-3.5,2.9,-0.5,.
Cc1cc(OC(C)C(=O)NCc2ccccn2)c2c(C)c(Cc3ccccc3)c(=O)oc2c1 (centres undefined),-6.7,22.6,-1.8,18.5,5.0,-0.7,0.4,0.8,1.9

# Four compounds from above, arranged by length of the SMILES, falling.
SMILES,GPR7 antagonist,NALP1 inh,VIM-2 inhibitor,PHOSPHO1 inh,p-CIP stab down,IMP-1 inh,PfM18AAP inh,IDE cell activ,IDE inh
C/C(=N\NC(=O)c1ccc(Cn2cc([N+](=O)[O-])cn2)o1)c1cccc(NC(=O)c2cccnc2)c1,-3.8,34.4,-3.8,8.6,-15.3,-2.0,-2.0,2.2,-1.4
Cc1cc(OC(C)C(=O)NCc2ccccn2)c2c(C)c(Cc3ccccc3)c(=O)oc2c1 (centres undefined),-6.7,22.6,-1.8,18.5,5.0,-0.7,0.4,0.8,1.9
CCN1CCN(C(=O)/C(=C/c2cccs2)NC(=O)c2ccc(C)c(C)c2)CC1,-1.0,18.5,-2.1,9.0,-0.5,-2.4,1.8,6.7,-3.2
COc1cc(-c2nc3ccc4ccccc4c3c3c2CCC3)cc(OC)c1OC,-12.0,21.3,-1.9,33.8,-11.5,0.9,-4.0,-1.8,-5.2

# Continued:
SMILES,GPR7 antagonist,NALP1 inh,VIM-2 inhibitor,PHOSPHO1 inh,p-CIP stab down,IMP-1 inh,PfM18AAP inh,IDE cell activ,IDE inh
Cc1cc(C(C)(C)C)c(O)c(C(C)(C)C)c1,-3.1,4.8,0.6,31.7,-7.3,-2.1,0.7,9.3,0.2
COc1cc2c(cc1OC)C(COc1ccc(C(C)C)cc1)NCC2 (centres undefined),-4.7,37.3,-0.3,23.5,13.8,-0.8,10.9,3.9,7.3
CCCCCCC(c1c(C)n(C)n(-c2ccccc2)c1=O)c1c(C)n(C)n(-c2ccccc2)c1=O,-3.0,-1.4,-0.8,21.9,0.0,-2.0,-4.8,6.0,-3.2
O=C(Oc1cccc(O)c1)C1CCCCC1,-7.8,13.9,-3.6,34.9,7.0,-1.5,-1.9,.,6.0
CCOC(=O)c1ccc(-n2c(CN3CCN(CCO)CC3)nc3ccc([N+](=O)[O-])cc3c2=O)cc1,-12.5,0.8,-2.0,-114.8,-7.9,-2.1,6.5,6.5,-4.1
COC(=O)CSc1nnc(CNC(=O)c2ccccc2OC)n1-c1ccc(OC)cc1,-6.7,-1.8,-3.4,26.1,5.5,-3.6,-9.8,5.0,6.7
O=C(CCc1nnc(CCCCc2ccccc2)o1)NCCc1cccnc1,-12.2,-0.3,0.8,44.0,-8.0,-0.3,-8.7,1.8,-1.9
O=C(COC(=O)c1ccc(Br)cc1)NC1CCCC1,-1.8,6.2,-1.9,26.1,0.8,-2.1,5.9,-0.6,1.8
CC(=O)NCCc1nc2cc(NS(=O)(=O)c3ccc(Cl)cc3)ccc2n1C,-8.5,8.0,-0.9,44.0,-6.7,-2.9,4.6,1.1,5.3
Cc1ccc2[nH]c(=O)c(CN(CCCO)C(C)c3nnnn3Cc3ccco3)cc2c1 (centres undefined),-21.8,.,-4.0,57.8,-0.7,-4.2,10.1,5.1,3.5

# Three entries out of the list above, arranged by their value in IMP-1 inh, descending.
mol | GPR7 antagonist | NALP1 inh | VIM-2 inhibitor | PHOSPHO1 inh | p-CIP stab down | IMP-1 inh | PfM18AAP inh | IDE cell activ | IDE inh
O=C(O)c1ccc(Cl)c(NCc2ccncc2)c1 | 1.7 | 11.9 | 0.0 | 34.3 | -2.3 | -1.2 | 0.5 | -5.0 | .
CCOc1ccc(CCNC(=O)C2CCC(=O)N2C2CCCCC2)cc1OCC (centres undefined) | 3.7 | -12.0 | -2.3 | 31.5 | 4.5 | -1.7 | -4.4 | 0.2 | 9.4
Cc1ccc(S(=O)(=O)c2cn(CC(=O)Nc3ccccc3)c3ccc(F)cc3c2=O)cc1 | -17.3 | 22.5 | 0.6 | 3.7 | -3.2 | -2.7 | -9.0 | 0.7 | 5.0
